Screening data from PubChem BioAssay.
A340 absorber: compound light absorbance at 340 nm, profiling panel, artefact control, biochemical, MLSMR library, data from PS, PMK, MK assays. compound absorbance at 340 nm, fold over control. fold change at 10 µM. 65,000 tested, under 10 active. AID 708, 2007;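 active = at 10 µM dose, initial 340 nm absorbance at least 2 fold that of control wells; inactive = change under 2 fold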;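 note: initial absorbance extrapolated from kinetic A340 decline of NADH oxidation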
SF1 activator: activators of human SF-1, primary screen, cell-based, CHO-K1, Gal4-SF-1 LBD, luciferase luminescence. activation, % at 10 µM. CHO-K1 Gal4-SF-1 LBD luciferase reporter; % increase over DMSO SF-1-specific signal. 1.9% of 65,000 active. Steroidogenic factor 1 (Homo sapiens), Q13285;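 active = activation above the mean activation of all tested compounds plus 3 SD, cut at about 50% in these data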
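Compound – one dose, 10 µM compound, 1% DMSO · Test system – transient Gal4-SF-1 LBD reporter, CHO-K1 · Input – 4,000 cells in each well · Read-out basis – percent activation relative to DMSO median and mock-transfected background · Replicates – single measurement per compound · Technique – steady-glow luciferase luminescence, read after 15 min reagent incubation · Timing – 20 h compound treatment, 37 °C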
NADH coupling: inhibitors of PK/LDH coupling enzymes, profiling panel, artefact control, biochemical, MLSMR library; coupled PK/LDH NADH assays, four targets; IC50, µM (top dose mostly 10 µM), without a hit: top-dose inhibition; 0.02% of 65,000 active;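 active = single-dose screening hits from any of four coupled enzyme assays that gave an IC50 when retested across doses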;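 note: the DPM-DC format reads NADH fluorescence rather than 340 nm absorbance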
5HT1a antag: human 5-HT1a receptor antagonists, primary screen, cell-based, CHO, Ga15 NFAT-bla reporter. CHO 5-HT1a Ga15 NFAT-bla reporter, antagonist mode. inhibition, % at 10 µM. 0.68% of 62,000 active. AID 612, 2007;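 active = inhibition above the mean of all tested compounds plus 3 SD, cut at about 43% in these data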;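 note: receptor stimulated by 5-CT agonist at 100 nM near EC80; beta-lactamase reporter measured by ratiometric fluorescence of a cleavable substrate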
MMP-13 inhibitor: human MMP13 inhibitors, primary screen, biochemical, FRET peptide cleavage | MMP-13 fTHP FRET cleavage, Mca fluorescence | inhibition, % at 4 µM | 0.07% of 65,000 active | AID 570, 2006;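 active = inhibition above the mean of compound-free control plate wells plus 3 SD, cut at about 14% in these data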;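 note: 0% = DMSO wells and 100% = wells with reference MMP-13 inhibitor after basal subtraction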
TNAP act DEA: human TNAP enzyme activators, primary screen, biochemical, luminescent, intermediate phosphate acceptor level. Alkaline phosphatase, tissue-nonspecific isozyme (Homo sapiens), P05186. purified TNAP, CDP-star luminescence, 100 mM DEA, 30 min; hits give high values; scale: 0 levamisole-inhibited, 1 vehicle-only enzyme. activation factor at 20 µM. AID 813, 2007. 64,000 tested, under 10 active;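 active = activation factor of at least 2 at 20 µM, relative to controls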
Target sequence (P05186 whole entry, looked up): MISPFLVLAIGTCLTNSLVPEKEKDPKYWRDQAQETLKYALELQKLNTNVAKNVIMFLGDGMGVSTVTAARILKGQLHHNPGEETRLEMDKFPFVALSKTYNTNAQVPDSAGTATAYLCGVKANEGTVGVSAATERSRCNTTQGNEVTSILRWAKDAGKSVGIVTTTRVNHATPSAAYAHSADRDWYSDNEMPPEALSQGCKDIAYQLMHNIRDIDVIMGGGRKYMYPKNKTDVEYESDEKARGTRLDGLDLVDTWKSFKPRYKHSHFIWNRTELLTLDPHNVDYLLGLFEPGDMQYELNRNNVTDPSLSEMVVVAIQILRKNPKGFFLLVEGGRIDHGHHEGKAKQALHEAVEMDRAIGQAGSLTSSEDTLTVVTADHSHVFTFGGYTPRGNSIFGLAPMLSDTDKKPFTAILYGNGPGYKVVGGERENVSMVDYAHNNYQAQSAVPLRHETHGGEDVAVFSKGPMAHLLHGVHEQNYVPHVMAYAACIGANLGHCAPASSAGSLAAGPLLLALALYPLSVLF
Fluor 339 460: intrinsic fluorescence of library compounds, ex339/em460 – biochemical, MLSMR library, data from DPM-DC assay, artefact control, profiling panel; AID 709, 2007; fluorescence fold increase at 10 µM; compound autofluorescence, ex339/em460 nm, NADH buffer; hits give high values; 1 = no-compound wells, NADH background; 5.5% of 65,000 active;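 active = at 10 µM, mean starting fluorescence two-fold or more over control wells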;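 note: signal is the first read of a kinetic run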
RORA act: activators of orphan receptor RORA, primary screen, cell-based, luminescence; CHO-K1 Gal4-RORA LBD luciferase reporter; percent increase over mock-subtracted basal signal; 1.5% of 65,000 active; Nuclear receptor ROR-alpha (Homo sapiens), P35398; activation, % at 10 µM;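 active = activation above the mean of all tested compounds plus 3 SD, cut at about 49% in these data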;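 note: 0% = DMSO-treated RORA cells and 100% = added signal equal to DMSO minus mock-transfected cells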
Target sequence (P35398 whole entry, looked up, the tested form may be a part): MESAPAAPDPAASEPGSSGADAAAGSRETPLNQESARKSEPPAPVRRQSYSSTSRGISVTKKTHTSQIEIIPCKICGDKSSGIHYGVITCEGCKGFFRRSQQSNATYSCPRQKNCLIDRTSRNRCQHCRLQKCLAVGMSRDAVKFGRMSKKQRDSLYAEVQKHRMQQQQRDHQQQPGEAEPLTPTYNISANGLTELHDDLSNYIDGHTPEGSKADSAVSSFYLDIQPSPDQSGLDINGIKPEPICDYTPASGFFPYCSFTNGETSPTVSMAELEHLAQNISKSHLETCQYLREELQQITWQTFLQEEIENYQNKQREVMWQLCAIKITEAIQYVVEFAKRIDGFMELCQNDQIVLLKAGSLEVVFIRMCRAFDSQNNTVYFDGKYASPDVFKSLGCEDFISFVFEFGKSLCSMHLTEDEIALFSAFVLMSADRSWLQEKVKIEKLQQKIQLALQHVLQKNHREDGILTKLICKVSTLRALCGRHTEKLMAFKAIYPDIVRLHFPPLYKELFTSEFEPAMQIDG
HTR1A agonist: human 5-HT1a receptor agonists, primary screen, cell-based, CHO, Ga15 NFAT-bla reporter; activation, % at 10 µM; 5-hydroxytryptamine receptor 1A (Homo sapiens), P08908; AID 567, 2006; CHO 5-HT1a Ga15 NFAT-bla reporter, FRET ratio; 0% basal, 100% maximal reference agonist; 0.56% of 65,000 active;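 active = activation above the screen-wide mean activation plus 3 SD, cut at about 19% in these data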;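 note: 0% = DMSO wells and 100% = 5-CT at EC100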
Active calls of the source: *; . = no result given; [ ] = another dose, or the depositor's remark. Compounds as they come. About 8.9% of those tested had a hit in this group.

SMILES	A340 absorber	SF1 activator	NADH coupling	5HT1a antag	MMP-13 inhibitor	TNAP act DEA	Fluor 339 460	RORA act	HTR1A agonist
COc1ccc(OC)c(C2/C(=C(\O)c3ccc4c(c3)OCCO4)C(=O)C(=O)N2CCCN(C)C)c1 (configuration not stated)	1	-12	1%	.	0	0.9	1	-4	-0.9
CCN1CC2=C(OC(N)=C(C#N)C2c2cccs2)/C(=C/c2cccs2)C1 (configuration not stated)	1.1	-10	2%	2	10	0.9	1.1	-19	3.6
COC(=O)[C@H](CC(C)C)NC(=O)Nc1ccc2c(c1)OCCO2	1	12	7%	-16	0	0.9	1.1	9	-3.7
CC1OC(Nc2ccc(OC(F)(F)F)cc2)C(O)C(O)C1O (configuration not stated)	0.99	-8	5%	0	4	0.9	1.1	11	-2.5
O=C(c1c(O)c2ccccc2oc1=O)C1CCC1	0.98	-2	7%	0	2	1	1	6	2.6
CCCCC(=O)Nc1ccc(C(=O)Nc2ccc3c(c2)OCO3)cc1	1	51*	6%	2	2	0.8	1.2	60*	-2.2
CNc1oc(-c2ccco2)nc1C#N	1	-3	16%[fluoresces]	-1	-84[fluorescence artefact?]	1	4*	-1	-0.7
Cc1nc(SCc2ccccc2C)n[nH]1	1.1	5	0%	-3	9	0.9	1.1	6	-3.5
Cn1c(Cn2c(=O)sc3ccccc32)nnc1SCC(=O)N1CCOCC1	1	-8	2%	2	1	1	1.1	-19	-3.8
O=C(c1ccc(N2CCCC2=O)cc1)N1CCOCC1	1	3	6%	7	2	0.9	1	-17	-2.9
CCCN1CCN(CCCNC(=O)Cn2nc(-c3ccc(C)cc3)ccc2=O)CC1	1	-23	5%	1	0	1	1.3	-15	-3.2
COc1ccc(S(=O)(=O)N(CC(=O)O)c2ccccc2)cc1	1	-7	7%	3	5	0.9	1.1	-3	-0.5
CCc1c(C)nc(N)n2c(SCC(=O)Nc3ccccc3OC)nnc12	1	0	4%	-10	2	0.9	1.1	-3	-0.2
COc1ccc(-n2nnnc2SCC(=O)NCCc2ccc(OC)c(OC)c2)cc1	0.99	-4	0%	-16	-5	0.9	1.1	0	-3.5
COc1cc(C)nc(Nc2nc(C)c(C(C)=O)s2)n1	1.1	-21	3%	.	-2	1	1.1	-10	-1.6
NC(=O)CSc1nnc2n(-c3ccccc3)c(=O)c3c4c(sc3n12)CCCCC4	1.1	-3	1%	.	-9	0.9	1.1	-15	0.8
CCCCOC(=O)c1ccc(NC(=O)c2ocnc2C)cc1	0.99	27	6%	-7	0	0.9	1	23	-0.6
COc1ccc(C(NC(=O)C(C)(C)C)NC(=O)C(C)(C)C)cc1	0.99	-14	1%	11	-3	0.9	1.1	-25	0.5
Brc1c(CSc2nc3ccccc3o2)nc2ncccn12	1	39	10%[fluoresces]	-8	-73[fluorescence artefact?]	0.9	5*	4	-1.6
O=C(CSc1nnc(-c2csc3c2CCCC3)o1)Nc1ccccc1	1	-7	7%	-6	3	1	1.1	-12	-3.0
Cc1cc(Nc2ncc(Cl)cc2Cl)n(-c2ccccn2)n1	1.1	9	4%	-4	4	1	1.1	9	2.2
COc1ccc2nc(Nc3nc(C)c(C(C)=O)s3)sc2c1	1	80*	7%	-24	-24	1.1	2*	15	2.1
c1ccc(NCc2nc(-c3ccccc3)no2)cc1	1	38	0%	-6	4	0.8	1.1	21	-4.8
CC(=O)Oc1c(Cl)c(N2CCOCC2)c(OC(C)=O)c2ccccc12	1	0	8%	19	0	0.9	1	6	-0.5
COc1cc(OC)cc(C(=O)NCC(=O)N2CCCCC2)c1	1	2	0%	6	-3	0.9	1.1	-16	-1.3
NC(=NC(=O)c1ccccc1)C1=C(O)CCC1=O	1	14	5%	-6	-1	0.9	1.1	3	-2.4
CCOCCCNC(=O)C(c1ccc(Cl)cc1)N1CCC2(CC1)OCCO2 (configuration not stated)	1.1	11	5%	10	7	1	1.1	7	0.3
CCOC(=O)c1oc2cccc(O)c2c1CN1CCOCC1	1	4	5%	-10	2	0.9	1.1	16	0.6
CN(C)c1ccc(C(=O)Nc2nc3c(s2)CCCC3)cc1	1.2	-25	11%	11	-8	0.9	1.5	-42	-0.4
C=CCN(C(=O)Nc1ccc(F)cc1)C1CC(=O)N(c2ccc(OC)cc2)C1=O (configuration not stated)	1.1	7	2%	-13	-1	0.9	1.1	3	1.2

Another view of 6 compounds above.
SMILES | A340 absorber | SF1 activator | NADH coupling | 5HT1a antag | MMP-13 inhibitor | TNAP act DEA | Fluor 339 460 | RORA act | HTR1A agonist
COc1cc(OC)cc(C(=O)NCC(=O)N2CCCCC2)c1 | 1 | 2 | 0% | 6 | -3 | 0.9 | 1.1 | -16 | -1.3
NC(=NC(=O)c1ccccc1)C1=C(O)CCC1=O | 1 | 14 | 5% | -6 | -1 | 0.9 | 1.1 | 3 | -2.4
CCOCCCNC(=O)C(c1ccc(Cl)cc1)N1CCC2(CC1)OCCO2 (configuration not stated) | 1.1 | 11 | 5% | 10 | 7 | 1 | 1.1 | 7 | 0.3
CCOC(=O)c1oc2cccc(O)c2c1CN1CCOCC1 | 1 | 4 | 5% | -10 | 2 | 0.9 | 1.1 | 16 | 0.6
CN(C)c1ccc(C(=O)Nc2nc3c(s2)CCCC3)cc1 | 1.2 | -25 | 11% | 11 | -8 | 0.9 | 1.5 | -42 | -0.4
C=CCN(C(=O)Nc1ccc(F)cc1)C1CC(=O)N(c2ccc(OC)cc2)C1=O (configuration not stated) | 1.1 | 7 | 2% | -13 | -1 | 0.9 | 1.1 | 3 | 1.2

New compounds follow:
SMILES	A340 absorber	SF1 activator	NADH coupling	5HT1a antag	MMP-13 inhibitor	TNAP act DEA	Fluor 339 460	RORA act	HTR1A agonist
O=C(NC1CC1)C1CCCN(C(=O)Nc2ccc(F)cc2)C1 (configuration not stated)	0.99	-3	10%	9	-1	0.9	1.1	-21	-3.2
CCC(=O)Nc1ccc(NC(=O)c2ccccn2)cn1	1	39	4%	6	3	0.8	1.1	65*	0.4
c1ccc(-c2noc(-c3ccc4ccccc4c3)n2)cc1	1.1	-50	3%	14	-1	0.9	1.2	-24	-2.8
N#Cc1nc(COc2ccccc2Cl)oc1NCc1ccc(F)cc1	1	-4	2%	.	-14	0.8	1.3	-4	5.0
CCCCCOC(=O)CSc1nc2c(c(=O)[nH]c(=O)n2C)n1Cc1ccc(Cl)cc1	1	10	4%	-4	-4	0.9	1	4	3.7
CCN=C1SC(CC(=O)Nc2sc3c(c2C#N)CCCC3)C(=O)N1CC (configuration not stated)	1	-4	1%	-1	-1	1	1.1	-8	-2.6
Cc1sc2ncnc(N3CCN(c4ncccn4)CC3)c2c1C	1	-14	2%	4	3	1	1.1	-16	-1.4
Cc1ccc(C)c(N2CCN(S(=O)(=O)c3ccc4c(c3)CCC(=O)N4)CC2)c1	1	-7	4%	-3	-2	0.9	1.1	-2	-7.1
O=C(Cn1cnc2c(nnn2-c2cccc(Cl)c2)c1=O)N1CCOCC1	1	-20	10%	-5	0	0.9	1.1	-20	-2.2
Cc1sc(NC(=O)CSc2nnc(-c3ccc(F)cc3)o2)c(C#N)c1C	1.1	8	8%	27	6	1	1.1	-1	-2.4
COc1ccc(-c2cnnn2-c2ccc(NC(=O)c3ccco3)cc2)cc1OC	1	6	4%	7	1	0.9	1.1	-7	0.7
Cc1onc(-c2ccccc2)c1C(=O)Nc1ccccc1N1CCOCC1	1	11	5%	16	0	1	1.1	-12	-1.1
COc1cc(NC(=O)C2CCC(CNc3c(N4CCCCC4)c(=O)c3=O)CC2)cc(OC)c1 (configuration not stated)	1.1	3	1%	-1	-5	1	1.1	19	-2.4
Brc1ccc(Oc2nnnn2-c2ccccc2)cc1	1	-3	5%	24	3	0.9	1.1	16	-1.7
O=C(NCc1cccnc1)c1cccc(F)c1	1	5	2%	5	-1	1	1.1	10	-3.5

2 of the compounds above, field by field:
> Cc1onc(-c2ccccc2)c1C(=O)Nc1ccccc1N1CCOCC1
  A340 absorber: 1 | SF1 activator: 11 | NADH coupling: 5% | 5HT1a antag: 16 | MMP-13 inhibitor: 0 | TNAP act DEA: 1 | Fluor 339 460: 1.1 | RORA act: -12 | HTR1A agonist: -1.1

> Cc1ccc(C)c(N2CCN(S(=O)(=O)c3ccc4c(c3)CCC(=O)N4)CC2)c1
  A340 absorber: 1 | SF1 activator: -7 | NADH coupling: 4% | 5HT1a antag: -3 | MMP-13 inhibitor: -2 | TNAP act DEA: 0.9 | Fluor 339 460: 1.1 | RORA act: -2 | HTR1A agonist: -7.1

Next compounds.
SMILES	A340 absorber	SF1 activator	NADH coupling	5HT1a antag	MMP-13 inhibitor	TNAP act DEA	Fluor 339 460	RORA act	HTR1A agonist
CCOC(=O)Cc1csc(NC(=O)c2ccoc2C)n1	1	6	4%	18	-1	1	1.1	28	-3.0
O=C(O)CC1Sc2ccccc2NC1=O (configuration not stated)	1	7	6%	-3	0	1	1.1	-2	-0.5
O=C(CSc1nnc(Cn2c(=O)sc3ccccc32)n1CCc1ccccc1)N1CCOCC1	1	-4	4%	-4	2	0.9	1.1	11	1.1
CCOC(=O)C1CCCN(c2c(Nc3ccc(C)c(C)c3)c(=O)c2=O)C1 (configuration not stated)	1.1	-14	3%	2	7	0.9	1	-4	-0.2
Cc1nnc(NC(=O)NCN2C(=O)C3C4C=CC(C4)C3C2=O)s1 (configuration not stated)	0.97	-7	5%	1	1	1	1.1	2	-2.5
Cc1sc(NC(=O)CSc2nnc3scc(-c4ccccc4)n23)c(C#N)c1C	1	-31	8%	-28	-3	0.9	1	7	0.6
CC1=C(C(=O)Nc2ccccc2)C(c2cccs2)C(C#N)=C(SCC#N)N1 (configuration not stated)	1	4	4%	-2	1	0.9	1.1	-4	-4.8
Cc1cc(=O)oc2cc(OCC(=O)N3CCc4ccccc4C3)ccc12	1.1	8	9%	5	-47	0.9	2	-1	-0.6
Cn1cnnc1SCC(=O)c1cc2ccccc2oc1=O	1	-12	8%	6	0	0.9	1	12	-1.9
O=C(O)c1cccc(Cn2cc(Br)cn2)c1	1	-6	7%	-10	7	1	1.1	5	-3.2
CC1CCCC(C)N1C(=O)CN1CCN(c2nc(-c3ccc(F)cc3)cs2)CC1 (configuration not stated)	1	13	1%	3	-2	0.9	1.1	-29	2.1
CCCC(=O)Nc1cc(C)c(NC(=O)c2ccccn2)cn1	1	30	2%	-10	2	1	1	9	-1.2
Cc1ccccc1NS(=O)(=O)c1ccc(C2CNC(=O)C2)cc1 (configuration not stated)	1.1	1	2%	2	-2	0.9	1	-15	-1.2
CCc1nn2c(=O)cc(N3CCN(c4cc(C)nc5ccccc45)CC3)nc2s1	1.1	4	3%	-66	1	1	1.1	1	-0.4
O=C(Nc1ccc(F)cc1)C1CCN(c2nnnn2-c2ccccc2)CC1	1	10	4%	-3	-1	0.9	1.1	3	-1.8
COC(=O)CSc1nnc(CNC(=O)c2cccc(C)c2)n1-c1ccccc1OC	1	-8	0%	4	-2	0.9	1.1	-20	-2.1
